NTR1 ag: agonists of NTR1, primary screen, imaging, U2OS cells, beta-arrestin-GFP, high content (AID 493036); Neurotensin receptor type 1 (Homo sapiens), P30989; NTR1-U2OS beta-arrestin-GFP spot imaging, agonist mode; activation, % at 20 µM; 330,000 tested, 0.17% active;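 active means activation at or above 40% of the spot to cytoplasm intensity ratio, with at least 20 cells analyzed; inconclusive means wells under 20 cells, flagged as cytotoxic or low count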;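 further: 0% = DMSO without peptide and 100% = 100 nM NTR1 peptide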
Target sequence (P30989 whole entry, looked up): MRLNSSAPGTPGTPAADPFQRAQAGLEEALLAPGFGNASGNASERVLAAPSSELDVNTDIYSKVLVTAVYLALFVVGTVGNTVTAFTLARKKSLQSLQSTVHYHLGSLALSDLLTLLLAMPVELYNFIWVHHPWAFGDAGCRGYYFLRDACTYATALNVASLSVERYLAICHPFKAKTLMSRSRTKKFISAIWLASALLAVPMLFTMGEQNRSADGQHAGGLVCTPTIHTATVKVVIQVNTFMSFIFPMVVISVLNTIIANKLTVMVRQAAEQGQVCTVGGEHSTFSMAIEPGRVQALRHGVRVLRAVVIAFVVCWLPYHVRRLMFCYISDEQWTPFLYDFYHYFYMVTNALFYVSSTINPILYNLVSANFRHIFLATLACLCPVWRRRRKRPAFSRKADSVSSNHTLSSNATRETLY
GPR55 activation: GPR55 agonists via beta-arrestin recruitment, primary screen, imaging, U2OS cells, beta-arrestin-GFP redistribution (AID 1961); U2OS GPR55 beta-arrestin-GFP redistribution imaging; higher % means a stronger effect; one-dose activation, % at 10 µM; EC50 in µM for titrated hits; 290,000 tested, 0.048% active;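 active means activation above 40% with more than 50 cells counted in the well; inconclusive means wells holding fewer than 50 cells, flagged as toxic or sparse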;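 further: U2OS osteosarcoma cells stably expressing GPR55 and beta-arrestin-GFP; plate controls were DMSO negative control for no effect and LPI positive control for full effect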
AID2073: inhibitors of Mint1-CaV2.2 protein interaction, biochemical, HTRF (AID 2073); inhibition, % at 20 µM, or IC50 in µM where a hit was titrated; HTRF protein-protein interaction, Mint1-CaV2.2; higher % means a stronger effect; 290,000 tested, 0.19% active; in the data active means inhibition mostly above about 51%, no sharp cut-off; inconclusive means no clear call, values can overlap the other calls; inactive means mostly below about 53%; further: some results filed as inactive read as strong as hits
UTI89 phage lysis: inhibition of K1F phage lysis, E. coli UTI89, bacterial capsule biogenesis inhibitors, alamar blue (AID 488966) | E. coli UTI89 K1F phage lysis, alamar blue, 2 h; higher % means a stronger effect | inhibition, % at 100 µM, or IC50 in µM where a hit was titrated | 340,000 tested, 0.02% active;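 active means phage lysis inhibition, versus mean bacterial control, above a set limit; inconclusive means no clear call, values can overlap the other calls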;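 further: capsule biogenesis inhibitors block K1F phage lysis so surviving cells raise fluorescence; higher fluorescence means more inhibition of phage lysis; actives were called in the ten point dose series up to 300 µM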
HIV peptide binding: inhibitors of HIV fusion peptide binding, primary screen, biochemical, uHTS, fluorescence dequenching (AID 1986); cell-free peptide binding, fluorescence dequenching, 30 min; higher % means a stronger effect; one-dose inhibition, % at 20 µM; IC50 in µM for titrated hits; 290,000 tested, 0.3% active; in the data active means inhibition mostly above about 52%, no sharp cut-off; inactive means mostly below about 76%; further: some results filed as inactive read as strong as hits
SIAH1 antagonists: Siah-1 peptide-binding antagonists, primary screen, biochemical, fluorescence polarization, rhodamine-plectin, uHTS (AID 1817); E3 ubiquitin-protein ligase SIAH1 (Homo sapiens); Siah-1 / rhodamine-plectin peptide fluorescence polarization; higher % means a stronger effect; one-dose displacement, % at 20 µM; IC50 in µM for titrated hits; 290,000 tested, 0.02% active;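 active means displacement of at least 50% at 20 µM, with a fluorescence ratio check between 0.3 and a set limit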;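 further: plate controls were Siah plus tracer with DMSO for no effect and tracer alone without Siah for full effect; strong numbers were not always called active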
GPR55 LPI antagonism: GPR55 antagonists blocking LPI-driven arrestin recruitment, primary screen, imaging, U2OS, beta-arrestin-GFP, LPI agonist (AID 2013); G-protein coupled receptor 55 (Homo sapiens); U2OS GPR55 beta-arrestin-GFP translocation imaging, LPI antagonism; higher % means a stronger effect; one-dose inhibition, % at 10 µM; IC50 in µM for titrated hits; 290,000 tested, 0.13% active;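 active means spots per cell inhibited over 60%, with over 100 cells counted and total cytoplasm intensity under 500,000; inconclusive means wells with under 100 cells, flagged as likely toxic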;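 further: U2OS cells stably carrying GPR55 and arrestin-GFP stimulated by 5 µM LPI near EC80; imaged beta-arrestin-GFP aggregate spots per cell after agonist stimulation; plate controls were LPI-stimulated DMSO wells for no effect and DMSO wells without LPI for full effect; some results filed as inactive read as strong as hits; confirmed hits need IC50 under 10 µM and bright autofluorescent wells are also inconclusive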
GPR35 arrestin U2OS: GPR35 antagonists blocking zaprinast-driven arrestin recruitment, primary screen, imaging, U2OS, beta-arrestin-GFP, zaprinast agonist (AID 2058); G-protein coupled receptor 35 (Homo sapiens); U2OS GPR35 beta-arrestin-GFP translocation imaging, zaprinast antagonism; higher % means a stronger effect; one-dose inhibition, % at 10 µM; IC50 in µM for titrated hits; 290,000 tested, 0.052% active;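 active means inhibition of at least 50% with at least 30 cells and total cytoplasm GFP at most 10,000,000; inconclusive means under 30 cells or total GFP of 10,000,000 plus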
Dengue-2 NS5 capping: Dengue-2 NS5 methyltransferase inhibitors, primary screen, biochemical, confirmation dose response (AID 588689). Genome polyprotein (Dengue virus type 2 (strain 16681-PDK53)). Dengue-2 NS5 methyltransferase capping enzyme assay, biochemical; higher % means a stronger effect. one-dose inhibition, % at 25 µM; IC50 in µM for titrated hits. 340,000 tested, 0.3% active; in the data active means a potency from the dose series; inconclusive means inhibition above about 29% without an active follow-up result
NTR1 ag cell count 20 µM: also measured in NTR1 ag; calls as there; cell count; measured here: cell count, cytotoxicity flag
Dengue-2 NS5 capping pilot replicate: further read-out of Dengue-2 NS5 capping, marked with its call; inhibition, %; measured here: pilot screen replicate inhibition
Numbers without * were called inactive; [ ] = remark or other dose.

What do the screens show for `Cc1ccc(N(CC(=O)N2CCN(Cc3ccccc3)CC2)S(C)(=O)=O)cc1C`?
NTR1 ag: -0.9; GPR55 activation: inconclusive; AID2073: 6%; UTI89 phage lysis: 0.2%; HIV peptide binding: -0.4%; SIAH1 antagonists: -4%; GPR55 LPI antagonism: -5%; GPR35 arrestin U2OS: 6%; Dengue-2 NS5 capping: 3%; NTR1 ag cell count 20 µM: 61; Dengue-2 NS5 capping pilot replicate: 3.0

Results for Cc1ccc(S(=O)(=O)NC(C(=O)OCC(=O)NC(=O)c2cccn2C)C(C)C)cc1 (configuration not stated) ?
NTR1 ag: 1.0; GPR55 activation: 0.2%; AID2073: -1%; UTI89 phage lysis: 0.1%; HIV peptide binding: 4.7%; SIAH1 antagonists: -1%; GPR55 LPI antagonism: -4%; GPR35 arrestin U2OS: 4%; Dengue-2 NS5 capping: 4%; NTR1 ag cell count 20 µM: 74

Results for CN(C)c1ccc(/C=C/C(=O)c2c(O)c3ccccc3oc2=O)cc1 ?
NTR1 ag: -1.6; AID2073: 14%; UTI89 phage lysis: 0.3%; HIV peptide binding: 58%; SIAH1 antagonists: -1%; GPR55 LPI antagonism: inconclusive; GPR35 arrestin U2OS: 39%; Dengue-2 NS5 capping: inconclusive; NTR1 ag cell count 20 µM: 59

What do the screens show for `CN(C)CCNc1c2c(c(C#N)c3nc4ccccc4n13)CCCC2`?
NTR1 ag: -1.2; GPR55 activation: -0.1%; AID2073: 10%; UTI89 phage lysis: 0.1%; HIV peptide binding: 3.8%; SIAH1 antagonists: -1%; GPR55 LPI antagonism: 12%; GPR35 arrestin U2OS: 0%; Dengue-2 NS5 capping: 2%; NTR1 ag cell count 20 µM: 88

What do the screens show for `CC1=CC2=NC(=O)/C(=C\c3ccc(-c4cccc(Cl)c4)o3)C(=N)N2O1`?
NTR1 ag: 8.2; GPR55 activation: 1.3%; AID2073: 33%; UTI89 phage lysis: -0.2%[50 µM]; HIV peptide binding: 12%; SIAH1 antagonists: 5%; GPR55 LPI antagonism: 12%; GPR35 arrestin U2OS: 11%; Dengue-2 NS5 capping: 26%; NTR1 ag cell count 20 µM: 48

How did CC(=O)c1ccc(NC(=O)c2cc(-c3cccs3)on2)cc1 do in these assays?
NTR1 ag: -1.7; GPR55 activation: -0.1%; AID2073: 11%; UTI89 phage lysis: 1.9%; HIV peptide binding: 1.2%; SIAH1 antagonists: 8%; GPR55 LPI antagonism: -21%; GPR35 arrestin U2OS: 2%; Dengue-2 NS5 capping: -7%; NTR1 ag cell count 20 µM: 52

Results for COc1ccccc1-n1nnnc1SCc1ccccc1 ?
NTR1 ag: 2.7; GPR55 activation: 0.1%; AID2073: -3%; UTI89 phage lysis: 0.3%; HIV peptide binding: 2.1%; SIAH1 antagonists: 3%; GPR55 LPI antagonism: 16%; GPR35 arrestin U2OS: -4%; Dengue-2 NS5 capping: -4%; NTR1 ag cell count 20 µM: 74

What do the screens show for `O=C1C(=O)c2ccccc2C([O-])=C1[n+]1ccccc1`?
NTR1 ag: -0.7; GPR55 activation: -0.2%; AID2073: 6%; UTI89 phage lysis: 0.3%; HIV peptide binding: -0.4%; SIAH1 antagonists: 7%; GPR55 LPI antagonism: -4%; GPR35 arrestin U2OS: 2%; Dengue-2 NS5 capping: -19%; NTR1 ag cell count 20 µM: 58

What do the screens show for `Cc1ccc(CN(C(=O)c2csnn2)C(C(=O)NC2CCCC2)c2ccccn2)cc1` (configuration not stated)?
NTR1 ag: 0.4; GPR55 activation: -0.1%; AID2073: -2%; UTI89 phage lysis: 0.4%; HIV peptide binding: -0.1%; SIAH1 antagonists: -1%; GPR55 LPI antagonism: -4%; GPR35 arrestin U2OS: 12%; Dengue-2 NS5 capping: -7%; NTR1 ag cell count 20 µM: 57

What do the screens show for `CC(CCc1ccccc1)NC(=O)COC(=O)c1ccc(NC(N)=O)cc1` (configuration not stated)?
NTR1 ag: -2.2; GPR55 activation: 0.0%; AID2073: 13%; UTI89 phage lysis: 0.0%; HIV peptide binding: -1.4%; SIAH1 antagonists: 1%; GPR55 LPI antagonism: 6%; GPR35 arrestin U2OS: 8%; Dengue-2 NS5 capping: -1%; NTR1 ag cell count 20 µM: 92

Results for CC(C)Cc1nnc(NC(=O)c2cc(-c3ccncc3)nc3ccccc23)s1 ?
NTR1 ag: 1.9; GPR55 activation: -0.2%; AID2073: -8%; UTI89 phage lysis: 0.0%; HIV peptide binding: 0.3%; SIAH1 antagonists: 3%; GPR55 LPI antagonism: -8%; GPR35 arrestin U2OS: 0%; Dengue-2 NS5 capping: -11%; NTR1 ag cell count 20 µM: 62

What do the screens show for `N#Cc1ccc(OCC(=O)n2cc(C(=O)c3cc(Cl)cc(Cl)c3O)cn2)cc1`?
NTR1 ag: -0.1; GPR55 activation: 0.3%; AID2073: 21%; HIV peptide binding: 8.1%; SIAH1 antagonists: 14%; GPR55 LPI antagonism: -1%; GPR35 arrestin U2OS: -5%; NTR1 ag cell count 20 µM: 65

Results for Cc1ccc2[nH]c(C(F)(F)F)cc(=O)c2c1 ?
NTR1 ag: -0.9; GPR55 activation: -0.2%; AID2073: -15%; UTI89 phage lysis: -1.5%; HIV peptide binding: -3.0%; SIAH1 antagonists: -1%; GPR55 LPI antagonism: -1%; GPR35 arrestin U2OS: 2%; Dengue-2 NS5 capping: -5%; NTR1 ag cell count 20 µM: 54

How did CCC(=O)N1CCc2cc(S(=O)(=O)NC(C(=O)NC(C)c3ccccc3)C(C)C)ccc21 (configuration not stated) do in these assays?
NTR1 ag: -0.4; GPR55 activation: 0.2%; AID2073: -3%; UTI89 phage lysis: 0.1%; HIV peptide binding: 0.2%; SIAH1 antagonists: 1%; GPR55 LPI antagonism: 14%; GPR35 arrestin U2OS: 0%; Dengue-2 NS5 capping: -2%; NTR1 ag cell count 20 µM: 77

Results for CCC(NC(=O)c1ccc2nc(Cc3ccc(OC)cc3)oc2c1)c1ccncc1 (configuration not stated) ?
NTR1 ag: 3.5; GPR55 activation: 0.2%; AID2073: 0%; UTI89 phage lysis: -0.1%; HIV peptide binding: 0.2%; SIAH1 antagonists: 7%; GPR55 LPI antagonism: 4%; GPR35 arrestin U2OS: 5%; Dengue-2 NS5 capping: -9%; NTR1 ag cell count 20 µM: 37

How did CC1CCN(C(=O)c2ccc(S(=O)(=O)Cc3cc(F)ccc3F)c([N+](=O)[O-])c2)CC1 do in these assays?
NTR1 ag: 6.8; GPR55 activation: -0.3%; AID2073: -5%; UTI89 phage lysis: 2.5%; HIV peptide binding: -1.5%; SIAH1 antagonists: -1%; GPR55 LPI antagonism: 6%; GPR35 arrestin U2OS: 10%; Dengue-2 NS5 capping: 3%; NTR1 ag cell count 20 µM: 58

What do the screens show for `CN1C(=O)C(C)(C)N(C(=O)c2cccc([N+](=O)[O-])c2)c2ccccc21`?
NTR1 ag: 0.9; GPR55 activation: -0.1%; AID2073: 10%; UTI89 phage lysis: 0.3%; HIV peptide binding: -1.6%; SIAH1 antagonists: -3%; GPR55 LPI antagonism: 13%; GPR35 arrestin U2OS: 4%; Dengue-2 NS5 capping: -2%; NTR1 ag cell count 20 µM: 55

What do the screens show for `COC(=O)c1ccccc1NC(=O)CSc1nnnn1C`?
NTR1 ag: 0.8; GPR55 activation: -0.3%; AID2073: -1%; UTI89 phage lysis: -0.7%; HIV peptide binding: -1.6%; SIAH1 antagonists: -7%; GPR55 LPI antagonism: 2%; GPR35 arrestin U2OS: 6%; Dengue-2 NS5 capping: -6%; NTR1 ag cell count 20 µM: 54

What do the screens show for `CC1CCCN(C(=O)c2ccc3c(=O)n(C4CCCC4)c(=S)[nH]c3c2)C1` (configuration not stated)?
NTR1 ag: 8.1; GPR55 activation: -0.3%; AID2073: -26%; UTI89 phage lysis: 0.6%; HIV peptide binding: -1.7%; SIAH1 antagonists: 3%; GPR55 LPI antagonism: -10%; GPR35 arrestin U2OS: 1%; Dengue-2 NS5 capping: -11%; NTR1 ag cell count 20 µM: 55

How did O=c1c2ccccc2cnn1-c1ccc(Cl)nn1 do in these assays?
NTR1 ag: 0.4; GPR55 activation: -0.2%; AID2073: -2%; UTI89 phage lysis: 0.1%; HIV peptide binding: -0.7%; SIAH1 antagonists: 0%; GPR55 LPI antagonism: -1%; GPR35 arrestin U2OS: 0%; Dengue-2 NS5 capping: 1%; NTR1 ag cell count 20 µM: 29

What do the screens show for `COc1ccccc1NCc1ccc([N+](=O)[O-])s1`?
NTR1 ag: -1.6; GPR55 activation: 0.2%; AID2073: 13%; UTI89 phage lysis: 4.1%; HIV peptide binding: -2.6%; SIAH1 antagonists: -3%; GPR55 LPI antagonism: 11%; GPR35 arrestin U2OS: -18%; Dengue-2 NS5 capping: -1%; NTR1 ag cell count 20 µM: 37

Results for O=C(NNC(=O)c1cccs1)c1ccc(F)cc1 ?
NTR1 ag: -0.5; GPR55 activation: 0.2%; AID2073: 10%; UTI89 phage lysis: 0.6%; HIV peptide binding: -0.4%; SIAH1 antagonists: 0%; GPR55 LPI antagonism: -11%; GPR35 arrestin U2OS: 0%; Dengue-2 NS5 capping: -2%; NTR1 ag cell count 20 µM: 44

Results for Cc1c(NC(=O)NC2CCCCC2)cccc1[N+](=O)[O-] ?
NTR1 ag: 0.0; GPR55 activation: -0.1%; AID2073: 0%; UTI89 phage lysis: 0.1%; HIV peptide binding: -1.0%; SIAH1 antagonists: 2%; GPR55 LPI antagonism: 9%; GPR35 arrestin U2OS: -6%; Dengue-2 NS5 capping: -7%; NTR1 ag cell count 20 µM: 48
